# APJ agonist: agonists of human APJ apelin receptor | CHO-K1 APJ PathHunter beta-arrestin, luminescence; 0% DMSO wells, 100% apelin | activation, % at 20 µM | actives 0.11% (n = 330,000);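 active = activation more than six SD over the plate average, tested at 20 µM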;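 also: 0% = DMSO alone and 100% = apelin-13 at 10 nM; some results filed as inactive read as strong as hits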
#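 Material: engineered CHO-K1 APJ arrestin reporter cells; amount: 1000 CHO-K1 reporter cells seeded per well; incubation: compound stimulation 90 min at 25 °C, detection 60 min; signal: luminescent beta-gal fragment complementation, chemiluminescent substrate; read-out basis: APJ agonist activity; controls: DMSO-only wells as negative, 10 nM Apelin-13 as positive control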
# tim23-1 inh: growth inhibitors of tim23-1 mutant yeast; S. cerevisiae tim23-1 growth, BacTiter-Glo luminescence, 24 h; inhibition, % at 20 µM; actives 1.3% (n = 330,000); AID 463212;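 active = growth inhibition of the mutant yeast at or above 50%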;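 also: temperature-sensitive mutant grown at 25 °C; plate controls were DMSO-treated mutant yeast for no effect and medium wells lacking yeast for full effect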
# APJ antagonist: antagonists of human APJ apelin receptor. P35414. CHO-K1 APJ beta-arrestin complementation, luminescence. inhibition, % at 20 µM. actives 0.32% (n = 330,000);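 active = inhibition above about 40% at 20 µM, limit read from the data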;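 also: cells challenged with 10 nM apelin-13 agonist together with compound; plate controls were apelin-13 plus DMSO wells for no effect and DMSO wells lacking apelin-13 for full effect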
# CXCR6 block: inhibitors of human CXCR6 receptor | O00574 | CHO-K1 PathHunter CXCR6 beta-arrestin, luminescence | inhibition, % at 20 µM | actives 0.36% (n = 360,000) | AID 602244; in the data active = inhibition above about 34%, passing the limit was not always enough;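 also: antagonist mode with CXCL16 agonist at 10 nM final; 0% = 10 nM CXCL16 with DMSO and 100% = unstimulated wells without agonist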
# TIM10 inh: TIM10 yeast growth inhibition; S. cerevisiae TIM10 strain growth, BacTiter-Glo luminescence, 24 h; actives 1.4% (n = 330,000); inhibition, % at 10 µM;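 active = inhibition of 40% or more at the single tested concentration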;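 also: wild-type TIM10 isogenic control strain grown at permissive 25 °C; 0% = DMSO yeast wells and 100% = minimal medium wells without yeast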
# XBP1 UPR activ: adaptive UPR (XBP1) activation. CHO-XBP1 luciferase reporter, IRE1-XBP1 UPR activation, luminescence; percent of tunicamycin response, DMSO as zero. actives 0.33% (n = 330,000). activation, % at 20 µM;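 active = versus positive control, 20 µM dose yields 30% or more activation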;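 also: 100% = tunicamycin at 10 µg/mL and 0% = DMSO only wells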
#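 assay system = CHO-XBP1 luciferase reporter cells | amount = 1000 cells/well | buffer or medium = F12 plus 10% FBS | compound dosing = single point, 20 µM final compound, 1% DMSO | incubation = 16-18 h cell attachment at 37 °C, then 6 h compound exposure | detection = Steady-Glo luminescence read | controls = tunicamycin 10 µg/mL and vehicle-only wells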
# Mdm2-MdmX inh: disrupts the human Mdm2-MdmX interaction; O15151+Q00987; SaOS-2 split-luciferase Mdm2/MdmX complementation, luminescence; inhibition, % at 8 µM; actives 3% (n = 330,000); AID 485346;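 active = inhibition of at least 50% at 8 µM in the primary screen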
# Target sequence (O15151 whole entry, looked up): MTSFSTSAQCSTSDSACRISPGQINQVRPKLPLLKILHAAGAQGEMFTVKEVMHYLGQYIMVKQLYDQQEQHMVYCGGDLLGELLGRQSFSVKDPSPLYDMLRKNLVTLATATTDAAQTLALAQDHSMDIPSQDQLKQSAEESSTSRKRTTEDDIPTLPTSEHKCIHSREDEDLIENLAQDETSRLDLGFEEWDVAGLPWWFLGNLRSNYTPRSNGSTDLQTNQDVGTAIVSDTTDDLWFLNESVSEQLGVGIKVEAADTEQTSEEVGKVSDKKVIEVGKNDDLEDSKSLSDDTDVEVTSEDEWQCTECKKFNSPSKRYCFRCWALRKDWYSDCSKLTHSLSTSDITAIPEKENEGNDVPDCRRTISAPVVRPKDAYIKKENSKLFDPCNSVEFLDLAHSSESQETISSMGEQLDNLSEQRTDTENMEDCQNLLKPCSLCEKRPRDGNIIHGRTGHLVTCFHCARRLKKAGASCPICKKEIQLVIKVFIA
# Target sequence (Q00987 whole entry, looked up): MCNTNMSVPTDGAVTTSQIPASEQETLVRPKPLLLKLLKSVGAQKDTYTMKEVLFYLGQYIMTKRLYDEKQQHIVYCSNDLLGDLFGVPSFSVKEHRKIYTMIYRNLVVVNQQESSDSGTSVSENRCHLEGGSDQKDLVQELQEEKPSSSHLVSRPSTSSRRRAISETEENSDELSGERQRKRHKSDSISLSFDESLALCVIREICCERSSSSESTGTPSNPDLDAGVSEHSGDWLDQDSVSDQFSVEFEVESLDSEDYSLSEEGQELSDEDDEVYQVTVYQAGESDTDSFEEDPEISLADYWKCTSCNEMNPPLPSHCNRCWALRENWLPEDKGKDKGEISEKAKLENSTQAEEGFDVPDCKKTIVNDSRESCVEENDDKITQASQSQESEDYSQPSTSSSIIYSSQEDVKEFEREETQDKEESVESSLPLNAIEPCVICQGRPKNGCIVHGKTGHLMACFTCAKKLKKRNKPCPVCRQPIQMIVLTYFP
# tim10-1 inh: tim10-1 yeast growth inhibition; inhibition, % at 20 µM; actives 2.2% (n = 330,000); S. cerevisiae tim10-1 ts strain growth, BacTiter-Glo, 24 h;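 active = inhibition of at least 40%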;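 also: mutant grown at 25 °C; 0% = DMSO wells with yeast and 100% = wells holding no yeast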
# UPR CHOP act: activators of apoptotic arm of unfolded protein response (CHOP); CHO-CHOP luciferase reporter, UPR activation, luminescence; percent of tunicamycin response over DMSO baseline; activation, % at 10 µM; actives 0.34% (n = 330,000); AID 449763;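 active = at 10 µM dose, activation of 40% or more, normalized to positive control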;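 also: 100% = tunicamycin at 10 µg/mL and 0% = DMSO alone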
#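 assay system = CHO CHOP reporter cells | amount = 500 CHO-CHOP cells per well | buffer or medium = F12 with 10% FBS | incubation = 16-18 h cell attachment, then 6 h compound exposure, 37 °C | detection = luminescence read with Steady-Glo | read-out = percent activation relative to tunicamycin control | controls = tunicamycin high control, DMSO low control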
# Active calls of the source: *. This is a subset, so the mix of outcomes need not match the whole.
SMILES,APJ agonist,tim23-1 inh,APJ antagonist,CXCR6 block,TIM10 inh,XBP1 UPR activ,Mdm2-MdmX inh,tim10-1 inh,UPR CHOP act
CCN(Cc1ccccc1)S(=O)(=O)c1ccc(S(=O)(=O)N2CCN(CCC#N)CC2)cc1,-3,24,12,-1,16,-1,33,13,-0.1
Cc1c(N=Cc2ccc(-c3ccc(Cl)cc3)o2)c(=O)n(-c2ccccc2)n1C,6,30,1,-4,-15,-1,6,18,1.1
Cc1cccc(NC(=O)c2sc3nc(-c4ccc(F)cc4)cn3c2C)n1,-1,-29,4,11,-22,1,0,-1,-0.1
CC(C)=CCN1CCN(Cc2cccn2-c2nccs2)CC1CCO (stereo not given),1,10,2,3,-5,0,-18,7,1.6
CCc1ccccc1NC(=O)c1cc(C2CC2)on1,-3,-6,2,3,-5,4,-19,-5,9.4
O=C(Cc1ccccc1)NCCS(=O)(=O)N1CCN(c2ccccc2)CC1,-5,14,13,-3,-5,-4,15,4,0.4
Cc1occc1-c1nnc(SCC(=O)c2c(N)n(Cc3ccccc3)c(=O)n(C)c2=O)n1C,-1,-34,12,-3,-36,-1,-1,7,-2.6
CCCCNCC1C(Oc2ccc(Cl)cc2)C(=O)N1c1ccccc1C (stereo not given),-2,-5,-2,-4,31,2,15,39,1.0
CCCOc1ccc(Cc2c(Cl)nc(SC)nc2N(C)C)cc1,-2,11,5,-7,19,1,19,15,-0.2
COc1cccc2cc(C(=O)N3CC(C)OC(C)C3)c(=O)oc12 (stereo not given),-1,17,4,1,11,-2,-5,15,-2.2
CN(CP(=O)(O)CN(C)S(C)(=O)=O)S(C)(=O)=O,-1,7,0,-1,-13,-2,25,2,-0.4
COc1ccc(C(=O)/C=C/c2ccc(F)cc2)c(OC(=O)c2ccc([N+](=O)[O-])cc2)c1,-4,28,7,10,39,4,38,37,6.7
O=c1[nH]c2ccc(Cl)cc2c(-c2ccccc2)c1N1CCOCC1,-1,10,2,-5,9,-1,32,19,-1.1
NC(=O)NC(CC(=O)NCCc1ccc(S(N)(=O)=O)cc1)c1ccc(Cl)cc1 (stereo not given),-3,11,11,-12,4,1,5,0,-2.1
CC(C)N1C(=O)C2C(C(=O)NCc3ccccc3)C3C=CC2(O3)C1C(=O)NC(C)(C)C (stereo not given),-3,2,23,2,8,0,20,-4,-0.9
CC(=O)N(c1ccccc1)c1nc(C)cc(C)c1C#N,-1,-9,7,5,2,2,-5,11,-2.8
CC(C)[C@@H](NC(=O)OC(C)(C)C)C(=O)NCC1CCC(C(=O)N[C@@H](Cc2ccccc2)C(=O)O)CC1 (stereo not given in full),-3,3,9,-3,2,1,-3,15,0.3
Cc1ccc(-c2nnc3cccc(Cl)n23)cc1,-2,12,-16,1,-44,-2,-2,-6,-0.1
CCCC(=O)N(CCN(C(=O)CCC)c1ccccc1)c1ccccc1,-6,37,14,1,28,0,31,24,2.1
O=C(COc1cc([N+](=O)[O-])cc2cccnc12)NCCC1=CCCCC1,2,22,-12,-12,-25,2,6,16,-1.1
C/C(=N\NC(=O)c1ccc(C)cc1C)c1ccc2c(c1)Nc1ccccc1S2,7,12,-104,-2,5,3,24,5,3.8
CCOc1ccc(NC(=O)C2CCCN(C)C2)cc1 (stereo not given),-3,5,-3,-2,5,-1,6,-10,-0.5
O=C(NC(=S)Nc1cccc2cccnc12)c1cccs1,-2,-19,15,10,-17,4,6,5,0.2
O=C1CC(c2ccc3c(c2)OCO3)C2=C(CCCC2=O)N1 (stereo not given),-1,13,19,0,-1,-2,-12,4,0.1
CC(C)CC(=O)NC1(C(F)(F)F)C(=O)N(Cc2ccccc2)C2=C1C(=O)CC(C)(C)C2 (stereo not given),-1,17,0,3,-4,2,1,27,-3.5

# Some of these compounds in order of formula weight, lowest first:
SMILES,APJ agonist,tim23-1 inh,APJ antagonist,CXCR6 block,TIM10 inh,XBP1 UPR activ,Mdm2-MdmX inh,tim10-1 inh,UPR CHOP act
COc1cccc2cc(C(=O)N3CC(C)OC(C)C3)c(=O)oc12 (stereo not given),-1,17,4,1,11,-2,-5,15,-2.2
CCCOc1ccc(Cc2c(Cl)nc(SC)nc2N(C)C)cc1,-2,11,5,-7,19,1,19,15,-0.2
Cc1occc1-c1nnc(SCC(=O)c2c(N)n(Cc3ccccc3)c(=O)n(C)c2=O)n1C,-1,-34,12,-3,-36,-1,-1,7,-2.6

# (cont.)
SMILES,APJ agonist,tim23-1 inh,APJ antagonist,CXCR6 block,TIM10 inh,XBP1 UPR activ,Mdm2-MdmX inh,tim10-1 inh,UPR CHOP act
COc1ccc(NC(=O)c2ccc(CN(c3cc(Cl)ccc3C)S(=O)(=O)c3ccccc3)cc2)cc1OC,-3,15,5,1,0,-1,8,11,3.1
COc1ccc(CN2CCNC(=O)C2CC(=O)NC2CCCC2)cc1OC (stereo not given),6,7,7,0,10,0,2,5,-2.4
C/C=C/Cn1c(SCc2ccc(Cl)cc2)nc2c1c(=O)[nH]c(=O)n2C,-5,-5,3,11,-33,13,25,-5,0.8
Cc1nnc2n1CCCCC2,0,20,-3,6,5,0,-12,-11,-1.9
CCCCNC(=O)C1c2cc(OC)c(OC)cc2C(=O)N(C)C1c1ccc(OC)cc1 (stereo not given),-2,10,7,4,-8,0,0,23,4.6
Cc1nn(-c2cc(N3CCNCC3)ccc2[N+](=O)[O-])c(=O)c2ccccc12,0,3,4,2,6,-1,-2,14,-0.2
O=C(/C=C/c1ccccc1[N+](=O)[O-])c1ccc(F)cc1,-1,45,-5,10,43*,3,18,47*,2.3
CN(C)CCNC(=O)c1cc(Br)ccc1Cl,1,14,17,-6,2,-1,-29,10,-1.2
CC1Oc2ccccc2C=C1/C=C1/SC(N2CCOCC2)=NC1=O (stereo not given),-5,23,7,-3,16,2,-12,27,0.5
COc1ccc(NC(=O)c2ccc3nccnc3c2)cc1,-2,6,4,3,7,-9,-22,-15,3.2
Cc1ccccc1-n1c(SCC(=O)Nc2ccc3c(c2)OCO3)nnc1-c1ccccn1,1,21,-5,-1,23,2,2,17,0.7
Cc1ccc(C2=NC3(CCCCC3)N=C2SCC(=O)Nc2ccc3c(c2)OCCO3)cc1,-4,8,5,6,-1,-1,17,12,0.8
O=C(N/N=C/C(Cl)=C/c1ccccc1)c1ccccn1,-1,9,14,-9,26,2,2,1,4.3
Nc1nc2n[nH]nc2c(=O)[nH]1,-4,14,7,1,-3,-1,36,-4,2.0
COc1ccc(-n2cnc3sccc3c2=O)cc1,-1,18,-5,8,12,-4,3,5,0.9
O=C(O)c1ccccc1C(=O)N1CCN(c2cccc(Cl)c2)CC1,-1,1,-1,6,9,-1,15,4,0.6
COc1cc(/C=C2\C=CC(=O)O2)cc(OC)c1,-1,13,7,-6,17,0,-12,14,4.3
COCCNC(=O)[C@H](C)[C@H]1C[C@]1(C)[C@H](NC(=O)OCc1ccccc1)c1ccccc1,0,14,-16,-1,2,-1,-29,19,-1.5
O=[N+]([O-])c1ccc(OCCOCCOc2ccc([N+](=O)[O-])cc2)cc1,-2,9,-4,2,3,-1,24,12,-0.5
CCOC(=O)c1cnc2nc(SCc3ccccc3Cl)[nH]n2c1=O,-1,19,-11,14,-5,1,-26,8,0.7
CCCCCn1cnc2sc(-c3ccccc3)cc2c1=O,-3,4,13,0,21,1,-183,26,6.9
Cc1cc(C)c(S(=O)(=O)NNC(=O)C2CCN(Cc3ccccc3)CC2)c(C)c1,-1,18,9,-8,2,1,21,11,0.6
COc1ccc(S(=O)(=O)Nc2cccc(-c3ccc4nncn4n3)c2)cc1F,0,-1,-5,5,-2,4,50*,16,-2.7
Cc1cc2nc(-c3ccc(SCC(=O)N4CCN(C(=O)c5ccco5)CC4)nc3)[nH]c2cc1C,6,-4,-4,-7,9,7,-1,17,3.1
COc1ccccc1CN1CCCCC1C(=O)O (stereo not given),0,23,-13,-4,-1,1,7,1,-1.1
# (further entries)
SMILES,APJ agonist,tim23-1 inh,APJ antagonist,CXCR6 block,TIM10 inh,XBP1 UPR activ,Mdm2-MdmX inh,tim10-1 inh,UPR CHOP act
COc1cccc(OC)c1C(=O)Nc1ccc(Br)c(C(=O)c2ccccc2)c1,-2,35,-12,7,5,-2,29,41*,0.1
Cc1ccc(C)c(S(=O)(=O)NC2CCSC2=O)c1 (stereo not given),-3,-4,18,11,-4,2,15,-9,0.1
Cc1onc(-c2c(F)cccc2Cl)c1C(=O)N=C(N)N1CC(C)OC(C)C1 (stereo not given),-2,-3,-8,-3,5,1,10,7,0.7
Cc1ccc(C)c(N(CC(=O)NC2CCCC2)C(=O)CCC(=O)Nc2cc(C)on2)c1,0,-6,-2,5,1,0,7,-3,1.0
Cc1ccc(NC(=S)N2CCN(CCN3C(=O)c4cccc5cccc(c45)C3=O)CC2)cc1,3,16,-4,1,34,-1,-9,37,1.9
Cc1ccc([C@H]2C(C(=O)O)=CC[C@@H](c3cccc(C)c3)N2S(=O)(=O)c2ccc(C)cc2)cc1,-2,17,1,7,8,-1,-12,14,3.5
CC1=CC2=NC(=O)/C(=C/c3cccn3Cc3ccccc3)C(=N)N2O1,-4,49,6,15,32,0,22,22,-1.3
COc1ccccc1NC(=S)NC1CCCCCC1,-4,28,5,5,3,-2,29,3,0.0
COc1ccc(CNC(=O)CN2CCC(NC(=O)c3ccc(OC)cc3)CC2)cc1,1,-29,-9,0,-27,-2,12,-17,0.3
CC(C)(C)Nc1nc(-c2ccc3c(c2)CCN3C(=O)C2CC2)cs1,-3,36,7,5,14,12,-93,33,9.3
CCOc1ccc2nc(N3CCC(C(=O)N4CCN(c5ccccn5)CC4)CC3)sc2c1,0,9,0,-1,-8,14,-6,21,1.9
CCCCN(CCCC)c1nc(OC)nc(-n2nnc(C(C)=O)c2C)n1,-4,-2,21,0,-26,-2,23,20,-1.3
O=C(COC(=O)c1cc(Cl)ccc1O)NNC(=O)c1ccc([N+](=O)[O-])cc1,6,-8,-6,-2,-8,-1,10,-7,-0.4
O=C(O)/C=C\C(=O)Nc1ccccc1F,-1,-3,10,-1,1,-1,-26,6,1.4
Cn1c(=O)c2cc(S(=O)(=O)Nc3cccc(F)c3)ccc2n(C)c1=O,-3,4,11,8,4,-3,25,9,-0.8
CCOc1ccccc1NC(=O)CN(c1ccc(Cl)cc1)S(C)(=O)=O,-3,24,-4,-1,11,-2,4,-2,0.9
O=C1CCC/C1=C/Nc1ccc(Cl)cc1,-1,18,-1,-8,9,2,-33,14,0.2
NC(=O)c1ccc(-n2nnnc2SCC(=O)NC2CCCCC2)cc1,-3,0,11,-6,4,3,19,-7,3.0
C/C(=N\NC(=S)NC(C)C)c1ccco1,-5,-20,4,6,16,-1,5,12,-0.1

# Of the compounds above, two have bromine.
SMILES,APJ agonist,tim23-1 inh,APJ antagonist,CXCR6 block,TIM10 inh,XBP1 UPR activ,Mdm2-MdmX inh,tim10-1 inh,UPR CHOP act
CN(C)CCNC(=O)c1cc(Br)ccc1Cl,1,14,17,-6,2,-1,-29,10,-1.2
COc1cccc(OC)c1C(=O)Nc1ccc(Br)c(C(=O)c2ccccc2)c1,-2,35,-12,7,5,-2,29,41*,0.1

# Screening data as filed in PubChem.
